High-throughput results: PubChem BioAssay, several laboratories
Myeloid diff MLP: compounds promoting myeloid differentiation. ER-HoxA9 myeloid progenitors, lysozyme-GFP differentiation, flow cytometry. calls only at 10 µM. 360,000 compounds, 1% hits;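 active means normalized GFP-positive differentiation at or above the plate's own cutoff, the solvent-only control mean plus 3 SD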;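 further: cells exposed to compound for four days before flow analysis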
MT stabilize HCS: microtubule stabilization, imaging screen | 200,000 compounds, 0.83% hits | AID 2205 | % tubulin-high responders, % at 10 µM | HeLa tubulin immunostaining HCS, 24 h; share of cells brighter than vehicle mean+2SD;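 active means plate Z-score above 3 for both tubulin-high and condensed-nucleus cell shares, with cell loss under 80%, at 10 µM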;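 further: anti alpha tubulin signal scored within the nucleus-defined area of each cell; some results filed as inactive read as strong as hits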
Lipid droplet: hepatic lipid droplet formation modulation; AML12 mouse hepatocytes, oleate lipid droplets, BODIPY imaging; 240,000 compounds, 0.4% hits; inhibition, % at 6.5 µM;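 active means lipid droplet intensity inhibited by at least 50%, with more than 500 cells counted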
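Assay system: AML12 hepatocytes (mouse) / Also added: 100 µM oleic acid challenge / Times: overnight treatment with compound plus oleate / Detection: high-content imaging of BODIPY-stained droplets and DAPI nuclei / Evaluation: % inhibition of lipid droplet signal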
PMI inhibitors: MPI enzyme activity inhibition – biochemical, fluorescence intensity, coupled assay, primary screen (AID 1209) | purified PMI enzyme, coupled fluorescence intensity; higher % means a stronger effect | inhibition, % at 20 µM, or IC50 in µM where a hit was titrated | 190,000 compounds, 0.42% hits; in the data active means inhibition above about 50%;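 further: plate controls were DMSO vehicle for no effect and wells lacking substrate for full effect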
TNAP activators: human TNAP enzyme activators, primary screen, biochemical, luminescent, no phosphate acceptor, uHTS (AID 1001) | purified TNAP, luminescent activation assay, no phosphate acceptor; higher activation fold means a stronger effect | activation fold at 20 µM, or EC50 in µM where a hit was titrated | 200,000 compounds, 0.03% hits; in the data active means activation fold from about 3, or a potency from the dose series; inactive means the rest, 99 in 100 with activation fold below about 1.6; further: many of its hits are not listed in these tables
Dynein cargo inh: dynein cargo transport inhibition; AID 1381; 220,000 compounds, 0.47% hits; 3617.4 mouse cells, GR-EGFP nuclear translocation imaging; test concentration mostly 20 µM; stimulated with dexamethasone, 1 µM; active compounds read low; z-score, hits read low;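 active means plate z-score of nuclear minus cytoplasmic receptor signal below a set negative limit, without overly bright fluorescence or cell loss, cut at about -3.5 in these data, passing the limit was not always enough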;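 further: z-score of nuclear minus cytoplasmic ring GR-EGFP intensity difference per well; some compounds called inactive have numbers as strong as hits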
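Buffer or medium: tet-free medium with charcoal-stripped serum / Also added: dexamethasone agonist, 1.0 µM final, for 30 min / Timing: induction 48 h, compound 1 h, agonist 30 min / Measured by: high-content fluorescence imaging after fixation / Read-out: nuclear-to-cytoplasmic GR-EGFP distribution per well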
b-catenin transl: beta-catenin nuclear translocation modulation. HeLa beta-catenin nuclear translocation, immunofluorescence imaging. nuclear translocation activity, % at 5 µM. 190,000 compounds, 0.3% hits. AID 1665;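 active means nuclear translocation activity above 50% at 5 µM, with a well cell count of 50 or more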;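 further: per-cell ratio of nuclear to cytoplasmic median beta-catenin stain intensity; plate controls were DMSO negative control for no effect and GSK-3 inhibitor IX positive control for full effect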
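test system = HeLa cells, endogenous beta-catenin | dosing = single 5 µM dose plus 0.02–20 µM confirmation series | times = compound treatment 24 h, 37°C, 5% CO2 | technique = beta-catenin immunofluorescence imaging with DAPI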
T cell modulator: modulates CD8 T cell binding to vesicles | 2C CD8+ T cell-vesicle binding, flow cytometry; active compounds read low | AID 2052 | 330,000 compounds, 0.068% hits | calls only at 7 µM;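 active means response, share of CD8 T cells binding vesicles, and their 90th percentile fluorescence all below set limits, cut at about 80% in these data, passing the limit was not always enough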
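Material: murine 2C transgenic CD8+ T lymphocytes / Also added: QL9-peptide-loaded Drosophila micro-vesicles bearing Ld, ICAM-1 and B7-1 / Schedule: binding step 1.5 h, 37 °C, antibody labelling 20 min, ice / Signal: flow cytometry, PE anti-B7-1 (FL2) versus Alexa647 anti-CD8 (FL8), PFA-fixed / Evaluation: percent CD8+ FL2 mean versus row control / Benchmarks: naked versus QL9-loaded vesicles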
Ins promoter up: MIN6 insulin promoter up-regulation. MIN6 insulin promoter-GFP reporter, high-content imaging; active compounds read high. z-score at 5 µM. 190,000 compounds, 0.3% hits. AID 1625;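 active means z-score above 3 at 5 µM with at least 500 cells counted in the well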
Dynein cargo inh cytoplasmic EGFP: also measured in Dynein cargo inh; calls as there; z-score; measured here: cytoplasmic GR-EGFP intensity; active compounds read high
Dynein cargo inh nuclear GR-EGFP: further read-out of Dynein cargo inh, marked with its call; z-score; measured here: nuclear GR-EGFP intensity;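 lower value marks the stronger effect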
Dynein cargo inh cell count: further read-out of Dynein cargo inh, marked with its call; z-score; measured here: cell count per field
Ins promoter up cell count: recorded beside Ins promoter up, whose call it bears; cell count; measured here: cytotoxicity, nuclei count;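 total cells summed across four imaged fields per well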
Lipid droplet cells 6.5 µM: further read-out of Lipid droplet, marked with its call; cell count; measured here: cell count, cytotoxicity flag;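 cells counted across two imaged fields per well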
b-catenin transl cell count 5 µM: second read-out of b-catenin transl, no call of its own (marks repeat the call); cell count; measured here: cell count, cytotoxicity flag
T cell modulator vesicle-bound %: second read-out of T cell modulator, no call of its own (marks repeat the call); double positive events, %; measured here: CD8+ vesicle-bound cell fraction;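 binding gate set so that unloaded-vesicle control wells show 10% double positive cells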
MT stabilize HCS Hoechst-high %: second read-out of MT stabilize HCS, no call of its own (marks repeat the call); % Hoechst-high responders; measured here: nuclear condensation Hoechst responders;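 share of cells brighter than vehicle mean plus two SD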
MT stabilize HCS cytotoxicity %: further read-out of MT stabilize HCS, marked with its call; toxicity, %; measured here: cytotoxicity by cell density;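 0% = mean cell density of plate MIN control wells and 100% = no cells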
Myeloid diff MLP GFP+ MAC1+ %: recorded beside Myeloid diff MLP, whose call it bears; GFP+ MAC1+ double positive, %; measured here: differentiation confirmed by MAC1 staining
Active calls of the source: *; i = inactive; x = not tested or not shown; + = active, no number.

Values run as follows: Myeloid diff MLP GFP+ MAC1+ %, Dynein cargo inh, b-catenin transl cell count 5 µM, TNAP activators, PMI inhibitors, Lipid droplet, Dynein cargo inh nuclear GR-EGFP, b-catenin transl, T cell modulator, T cell modulator vesicle-bound %, Lipid droplet cells 6.5 µM, Dynein cargo inh cell count, MT stabilize HCS cytotoxicity %, MT stabilize HCS Hoechst-high %, MT stabilize HCS, Myeloid diff MLP, Ins promoter up cell count, Dynein cargo inh cytoplasmic EGFP, Ins promoter up
1: c1cnc(-c2nnc3n2CCCCC3)cn1
 : 5.1, -0.095, 1118, 1.1, 8%, x, 0.79, -0.3, i, 21, x, -0.95, 7.2, 0.9, 4.9, i, x, 2.4, x
2: O=C1CCCc2oc3ccc(NS(=O)(=O)c4cccc5cccnc45)cc3c21
 : 0.1, -1.1, 1133, 1.1, 3%, -19, -0.64, -3.0, i, 60, 671, 0.53, 2.6, 1.8, 3.7, i, 1576, -0.36, 0.31
3: CCc1nnc(NC(=O)CSc2nnc(-c3ccoc3C)n2-c2cccc(C)c2)s1
 : 0.6, 0.044, 976, 1.1, 10%, x, 0.34, -1.2, i, 60, x, 0.41, 8.1, 1.6, 2.0, i, 1252, -0.2, 1.5
4: COC(=O)c1cc2c(cc1NC(=O)CSCCc1ccccn1)OCO2
 : 1.2*, -1.5, 949, 1.1, 11%, -10, -0.41, 1.4, i, 19, 752, 1.2, 6.8, 1.2, 3.6, +, 1235, -0.16, 0.96
5: Nc1nc2ccc(C(=O)Nc3ccccc3)cc2s1
 : 1.8, -0.86, 1149, 1.1, 8%, x, -0.19, 0.1, i, 44, x, 0.1, 5.1, 2.3, 4.6, i, 1150, -0.2, -0.96
6: Cc1ccc(C2CC(=O)C(C=NCCN3CCN(C(=S)Nc4ccccc4)CC3)=C(O)C2)cc1 (stereo not drawn)
 : 0.6, -0.64, 828, 1.2, 1%, -1, -0.3, 10, i, 41, 669, 1.1, 9.5, 1.7, 1.2, i, 1483, -0.28, -0.93
7: COc1cc(CN2CCCC(CCC(=O)NCc3ccc(C)o3)C2)cc2c1OCO2 (stereo not drawn)
 : 0.2, -0.7, 1026, 1.1, 8%, -14, -0.46, 1.0, i, 64, 648, 0.55, 5.5, 2.9, 5.8, i, 1471, -0.28, 0.59
8: O=S(=O)(c1ccc(Cl)s1)N1CCN(C/C=C/c2ccccc2)CC1
 : 1.0, 0.92, 984, 1.1, 15%, x, 0.45, -4.6, i, 42, x, 0.087, 11, 1.9, 4.7, i, 1322, -0.33, -1.3
9: CCOc1ccccc1NC(=O)c1ccc(S(=O)(=O)N2CCOCC2)cc1
 : 0.6, 0.081, 916, 1.2, -2%, x, 0.21, -1.3, i, 55, x, -0.17, 3.0, 1.8, 5.7, i, 1595, -0.3, 0.67
10: O=Cc1c[nH]c2ccc(S(=O)(=O)N3CCOCC3)cc12
 : 0.5, -0.12, 607, 1.1, 5%, x, 0.99, -4.4, i, 9, x, -0.38, 10, 2.7, 3.1, i, 1193, -0.14, -0.78
11: COc1ccc(C=O)cc1COc1ccccc1F
 : 0.8, 0.084, 590, 1.1, 5%, 11, -0.42, -3.8, i, 16, 670, -0.6, 7.1, 2.4, 5.2, i, 1306, -0.28, 0.24
12: COC1CCCCC1NS(=O)(=O)c1ccc(Cl)cc1 (stereo not drawn)
 : 1.3, -0.086, x, 1.2, 2%, x, 0.22, x, i, 35, x, -0.55, 5.4, 2.9, 5.1, i, 826, 0.083, 0.41
13: COc1ccc(-c2nnc(NC(=O)CSc3ccc(Cl)cc3)s2)cc1OC
 : 0.3, 0.27, 448, 1.1, -8%, 2, 0.18, -1.0, i, 39, 647, 0.42, 11, 3.1, 4.1, i, 1251, -0.25, -0.09
14: COC(=O)C(C)Sc1ccc2nnc(CCNS(=O)(=O)c3ccc(C)cc3)n2n1 (stereo not drawn)
 : 0.5, -0.88, 1050, 1.2, -20%, 7, -0.32, 0.3, i, 28, 727, 0.88, 4.7, 2.0, 2.1, i, 1312, -0.27, -0.53
15: Nc1nc(SCC(=O)Nc2ccccc2Sc2ccc(Cl)cc2)n[nH]1
 : 0.7, 1.2, 1375, 1, 21%, x, 0.13, 0.0, i, 43, x, -1.8, 8.2, 1.1, 4.1, i, 1429, -0.013, 0.2
16: Cc1ccc(C(=O)OCC(=O)NCc2ccco2)s1
 : 1.0, 1.8, 1107, 1.1, -10%, -7, 0.89, 0.4, i, 63, 700, -2.5, 7.1, 2.1, 2.6, i, 1269, 0.098, -0.01
17: COC(=O)C1=C2SC(C)C(=O)N2C(N)=C(C#N)C1c1cc(OC)c(OC)c(OC)c1 (stereo not drawn)
 : 0.7, -0.32, 1010, 1.1, 13%, x, 0.035, -6.0, i, 40, x, 0.025, 5.7, 2.5, 4.0, i, 1128, -0.31, 1.4
18: N#Cc1cc([N+](=O)[O-])ccc1NC(=O)COC(=O)CC1CCCC1
 : x, -1.6, 1265, x, x, -14, -0.29, 0.4, i, 20, 623, -0.55, x, x, x, x, 946, -0.1, -0.29
19: COCC1CCN(C(=O)CCc2nnc(CCCCc3ccccc3)o2)CC1
 : 0.0, -0.26, 1172, 1.1, 6%, -4, -0.32, -0.8, i, 59, 721, 0.89, 9.2, 2.6, 3.4, i, 1361, -0.29, 0.29
20: C/C=N/NC(=O)CCCC(=O)N/N=C/C
 : 0.7, 0.56, 1167, 1.1, 7%, -2, 0.45, -1.9, i, 58, 730, -0.34, 6.3, 2.7, 3.6, i, 991, -0.21, 0.68
21: O=C(NCc1cccnc1)/C(=C/c1ccc(-c2cccc(Cl)c2)o1)S(=O)(=O)c1ccccc1
 : 3.2, -3.9*, 915*, 1.1, 1%, x, -1.3*, 55*, i, 50, x, 0.96*, 30*, 23*, 26*, i, 1551, 0.33*, 0.31
22: Cc1nc2c(-c3ccc(F)cc3)c(C)nn2c(C)c1CCC(=O)N1CCN(c2ccccc2)CC1
 : 2.2, 0.82, x, 1.1, 11%, x, 0.72, x, i, 32, x, -0.31, 6.1, 2.6, 6.0, i, 850, -0.19, -1.8
23: O=C(Nc1cccc(O)c1)c1ccc(Br)c(S(=O)(=O)N2CCCCC2)c1
 : 0.6, 0.12, 1160, 1, 11%, x, -0.042, -0.5, i, 59, x, 0.17, 3.5, 3.3, 4.6, i, 1155, -0.31, 0.32
24: CC(=O)c1c(O)cc(C)n(Cc2ccccc2)c1=O
 : 7.7, -0.49, x, x, x, x, -0.29, x, i, 18, x, -0.57, 7.3, 3.3, 3.3, i, x, -0.24, x
25: Cc1ccccc1Cn1cc(NC(=O)c2cc(C3CC3)on2)cn1
 : 0.0, 0.69, 1377, x, x, 10, 0.57, -1.1, i, 17, 695, 0.32, x, x, x, i, 962, -0.25, -0.68
26: COc1ccc(CCNC(=O)c2nnn(-c3ccccc3OC)c2N)cc1OC
 : 0.8, 0.029, x, 1, -3%, x, 0.35, x, i, 12, x, -0.44, 5.8, 2.2, 4.2, i, x, -0.18, x
27: Cc1cc(C)c2nc(C(F)(F)F)nc(N3CCN(C(=O)c4ccco4)CC3)c2c1
 : 1.1, -0.08, 1108, 1, 13%, -13, -0.073, -0.8, i, 6, 642, 0.26, 7.6, 2.3, 2.9, i, 1423, -0.11, -0.13
28: Cc1c(N=Nc2c(-c3ccc([N+](=O)[O-])cc3)[nH]n(C(N)=S)c2=O)cccc1[N+](=O)[O-]
 : x, -1, 1027, 1.2, -4%, -9, -0.56, -2.9, x, x, 615, 0.6, 10, 1.6, 3.0, x, 1199, -0.23, -0.56
29: CC(C)COC(=O)c1ccc(N2C(=O)c3ccccc3C2=O)cc1
 : 0.7, 0.2, 1098, 1.1, -7%, -2, 0.31, -0.5, i, 64, 795, -0.27, 7.1, 1.9, 3.4, i, 1217, 0.41, -0.91
30: O=S(=O)(c1ccc(Br)s1)N1CCN(c2ccnc3cc(Cl)ccc23)CC1
 : 0.2, -0.54, 1047, x, x, -4, -0.47, 2.2, i, 53, 760, 0.88, x, x, x, i, 1360, -0.28, 0.17

3 compounds from above, arranged by number of heavy atoms, ascending:
Values run as follows: Myeloid diff MLP GFP+ MAC1+ %, Dynein cargo inh, b-catenin transl cell count 5 µM, TNAP activators, PMI inhibitors, Lipid droplet, Dynein cargo inh nuclear GR-EGFP, b-catenin transl, T cell modulator, T cell modulator vesicle-bound %, Lipid droplet cells 6.5 µM, Dynein cargo inh cell count, MT stabilize HCS cytotoxicity %, MT stabilize HCS Hoechst-high %, MT stabilize HCS, Myeloid diff MLP, Ins promoter up cell count, Dynein cargo inh cytoplasmic EGFP, Ins promoter up
20: C/C=N/NC(=O)CCCC(=O)N/N=C/C
 : 0.7, 0.56, 1167, 1.1, 7%, -2, 0.45, -1.9, i, 58, 730, -0.34, 6.3, 2.7, 3.6, i, 991, -0.21, 0.68
26: COc1ccc(CCNC(=O)c2nnn(-c3ccccc3OC)c2N)cc1OC
 : 0.8, 0.029, x, 1, -3%, x, 0.35, x, i, 12, x, -0.44, 5.8, 2.2, 4.2, i, x, -0.18, x
6: Cc1ccc(C2CC(=O)C(C=NCCN3CCN(C(=S)Nc4ccccc4)CC3)=C(O)C2)cc1 (stereo not drawn)
 : 0.6, -0.64, 828, 1.2, 1%, -1, -0.3, 10, i, 41, 669, 1.1, 9.5, 1.7, 1.2, i, 1483, -0.28, -0.93
